CSN inh = blocks human CSN-mediated cullin deneddylation | Purified CSN, SCF-Nedd8-OG deneddylation, fluorescence polarization | 0.38% of 360,000 active | inhibition, % at 12.5 µM | Q92905;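 active = pattern-corrected inhibition above about 35%, with an unprinted fluorescence ratio check between 0.5 and 1.5, limit read from the data, passing the limit was not always enough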;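 also: 0% = enzyme with substrate and 100% = substrate without enzyme; some results filed as inactive read as strong as hits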
Target sequence (Q92905 whole entry, looked up, one chain of several): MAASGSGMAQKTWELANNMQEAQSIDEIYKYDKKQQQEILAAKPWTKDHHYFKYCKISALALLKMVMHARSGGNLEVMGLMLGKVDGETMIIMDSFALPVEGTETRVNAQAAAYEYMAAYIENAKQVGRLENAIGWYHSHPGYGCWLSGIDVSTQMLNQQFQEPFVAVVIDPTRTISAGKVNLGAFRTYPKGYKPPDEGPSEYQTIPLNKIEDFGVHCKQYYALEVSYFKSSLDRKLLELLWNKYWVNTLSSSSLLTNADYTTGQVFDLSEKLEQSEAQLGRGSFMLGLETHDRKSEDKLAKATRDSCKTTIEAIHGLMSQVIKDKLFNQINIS
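Assay system: purified human Csn5 enzyme expressed in HEK293T cells; measure: % inhibition; also added: SCFSkp2-Nedd8OG substrate at 10 nM final; technique: fluorescence polarization; times: reaction 90 min, room temperature; medium: Tris buffer pH 7.5, NaCl, DTT, Tween-20, trehalose, ovalbumin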
NadD block = inhibitors of Staphylococcus aureus NadD; 0.78% of 360,000 active; purified NadD enzyme, colorimetric absorbance read-out; inhibition, % at 20 µM; in the data active = inhibition above about 26%; also: some compounds past the cut are filed as inactive
Rin1 Abl inh = inhibitors of human Rin1-Abl protein interaction; P00519+Q13671; TR-FRET Rin1/Abl binding, biochemical; inhibition, % at 7.35 µM; 0.4% of 360,000 active; in the data active = inhibition above about 5%, passing the limit was not always enough
Neddylation inh = cullin neddylation inhibition. TR-FRET cullin neddylation, biochemical. calls only at 25 µM. 0.58% of 360,000 active. P61081+Q13564; in the data active = inhibition above about 36%
MLLE-PAM2 inh = inhibitors of microRNA-mediated deadenylation, human PABP1 MLLE binding. 0.36% of 360,000 active. AID 588489. inhibition, % at 20 µM. GST-MLLE / FITC-PAM2 fluorescence polarization; in the data active = inhibition above about 35%, passing the limit was not always enough;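 also: plate controls were DMSO wells with GST-MLLE for no effect and wells lacking GST-MLLE protein for full effect; some results filed as inactive read as strong as hits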
MT1-MMP act inh = MT1-MMP (human) activation inhibition; HT1080 RFP-PRO-GFP cells, GFP/RFP ratio fluorescence, overnight; percent of plate control window, DMSO zero; GFP/RFP ratio change, % at 20 µM; 0.061% of 360,000 active; AID 651647;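 active = GFP/RFP ratio change of at least 30% with cell ATP level not reduced by more than half and red fluorescence within 50% of control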; also: strong numbers were not always called active
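Assay system: HT1080 RFP-PRO-GFP cells. Benchmarks: DMSO vehicle wells and RFP-L50D-GFP reporter cell wells. Times: overnight cell settling, then overnight compound exposure, 37 °C, 5% CO2. Compound: 20 µM single dose, 1% DMSO. Read-out basis: GFP/RFP fluorescence ratio.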
Rpn11 block = blocks the human proteasome subunit Rpn11. 0.59% of 360,000 active. human 26S proteasome, Ub4-pepOG fluorescence polarization; 20S core pre-blocked with epoxomicin. calls only at 20 µM;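 active = inhibition at 20 µM, scaled to each plate's controls, above about 33%, limit read from the data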
Target sequence (O00487 whole entry, looked up): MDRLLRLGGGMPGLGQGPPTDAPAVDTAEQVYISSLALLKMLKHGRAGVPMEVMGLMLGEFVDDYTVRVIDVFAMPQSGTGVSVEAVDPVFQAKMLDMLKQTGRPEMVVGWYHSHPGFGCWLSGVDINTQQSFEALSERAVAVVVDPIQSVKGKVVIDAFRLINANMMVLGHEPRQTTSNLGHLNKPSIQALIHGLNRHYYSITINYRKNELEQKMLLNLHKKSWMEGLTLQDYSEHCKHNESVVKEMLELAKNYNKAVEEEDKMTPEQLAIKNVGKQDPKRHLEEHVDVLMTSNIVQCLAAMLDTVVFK
SKN-1 inh = blocks SKN-1 activity in C. elegans; C. elegans VP596 Pgst-4::GFP/RFP ratio, acrylamide-induced, 24 h; inhibition, % at 21.8 µM; 0.49% of 360,000 active;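 active = interference check ratio from 0.5 to 1.5 plus GFP to RFP signal ratio inhibition reaching or exceeding a fixed threshold, cut at about 30% in these data, passing the limit was not always enough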; also: some compounds called inactive have numbers as strong as hits
FAS-TE inh = blocks the thioesterase domain of human fatty acid synthase; P49327; recombinant FAS-TE, OMFH fluorogenic substrate, fluorescence endpoint; AID 602261; 0.67% of 360,000 active; inhibition, % at 15 µM;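 active = compounds whose normalised, plate-corrected inhibition of enzyme fluorescence in the single-dose primary screen is 50% or more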;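 also: 0% = DMSO with enzyme and 100% = substrate without enzyme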
Active calls of the source: *; i = inactive; . = not tested or not shown; + = active, no number.

SMILES	CSN inh	NadD block	Rin1 Abl inh	Neddylation inh	MLLE-PAM2 inh	MT1-MMP act inh	Rpn11 block	SKN-1 inh	FAS-TE inh
CCCN1C(=O)C(NS(=O)(=O)c2ccc(N)cc2)(C(F)(F)F)C(C(=O)OC)=C1C (configuration not stated)	3	-1	0	i	6	-5	i	-6	-6
COc1ccccc1N1CCN(C2CCCN(C(=O)CCC(C)=O)C2)CC1 (configuration not stated)	1	0	0	i	4	0	i	6	-2
Cc1c(C(=O)NC2CCCc3ccccc32)cccc1[N+](=O)[O-] (configuration not stated)	1	0	3	i	-2	5	i	-9	5
O=C(CNC(=O)c1ccc2c(c1)OCO2)N/N=C/c1cc(Br)ccc1O	0	6	-2	i	6	0	i	-10	31
O=C(NCc1cccnc1)C(=O)c1c[nH]c2ccccc12	2	-3	-4	i	-1	-1	i	-7	-7
CCc1ccc(C(=O)COC(=O)c2cnccn2)cc1	-3	1	4	i	-6	4	i	10	-8
O=C(O)C1C2C=CC(C2)C1C(=O)NCc1cccnc1 (configuration not stated)	-2	6	-5	i	-2	0	i	19	-9
O=C(Nc1ccccc1-c1ccccc1)C1CCC1	-7	-6	3	i	-14	0	i	0	-1

(further entries)
SMILES	CSN inh	NadD block	Rin1 Abl inh	Neddylation inh	MLLE-PAM2 inh	MT1-MMP act inh	Rpn11 block	SKN-1 inh	FAS-TE inh
O=C(NCCc1ccccc1)c1cc2sccc2n1Cc1ccccc1	1	-2	1	i	-3	-16	i	1	29
COc1ccc(/C=C2\SC(=S)N(CC(=O)NNC(=O)c3ccncc3)C2=O)cc1	0	17	0	i	-21	0	i	6	-2
CCOC(=O)c1c2ccccc2[n+]([O-])n1[C@@H](C)C(N)=O	-6	-1	3	i	-20	3	i	4	-10
Cc1ccccc1N(C(=O)Cc1cccs1)C(C(=O)NC1CCCCC1)c1cn(C)nc1C (configuration not stated)	0	4	1	i	-7	-1	i	11	-3
O=C(CC1CCCCC1)NCc1ccc(Cl)cc1	0	-8	-3	i	11	0	i	-7	12
CCN(C(=O)CSc1nc2ccccc2n1C)C1CCS(=O)(=O)C1 (configuration not stated)	1	-4	0	i	-13	1	i	10	-9
CCC(=O)N1CCc2cc(Br)cc(S(=O)(=O)N3CCN(C(=O)c4ccco4)CC3)c21	0	4	3	i	-3	6	i	-3	5
CC(C)[C@H](NC(=O)c1ccccc1)C(=O)NCCc1ccccc1	2	-1	0	i	-26	-3	i	12	-5

A portion of the results above, as a working copy:
SMILES	CSN inh	NadD block	Rin1 Abl inh	Neddylation inh	MLLE-PAM2 inh	MT1-MMP act inh	Rpn11 block	SKN-1 inh	FAS-TE inh
O=C(O)C1C2C=CC(C2)C1C(=O)NCc1cccnc1 (configuration not stated)	-2	6	-5	i	-2	0	i	19	-9
O=C(Nc1ccccc1-c1ccccc1)C1CCC1	-7	-6	3	i	-14	0	i	0	-1
O=C(NCCc1ccccc1)c1cc2sccc2n1Cc1ccccc1	1	-2	1	i	-3	-16	i	1	29
COc1ccc(/C=C2\SC(=S)N(CC(=O)NNC(=O)c3ccncc3)C2=O)cc1	0	17	0	i	-21	0	i	6	-2
CCOC(=O)c1c2ccccc2[n+]([O-])n1[C@@H](C)C(N)=O	-6	-1	3	i	-20	3	i	4	-10
Cc1ccccc1N(C(=O)Cc1cccs1)C(C(=O)NC1CCCCC1)c1cn(C)nc1C (configuration not stated)	0	4	1	i	-7	-1	i	11	-3
O=C(CC1CCCCC1)NCc1ccc(Cl)cc1	0	-8	-3	i	11	0	i	-7	12
CCN(C(=O)CSc1nc2ccccc2n1C)C1CCS(=O)(=O)C1 (configuration not stated)	1	-4	0	i	-13	1	i	10	-9
CCC(=O)N1CCc2cc(Br)cc(S(=O)(=O)N3CCN(C(=O)c4ccco4)CC3)c21	0	4	3	i	-3	6	i	-3	5
CC(C)[C@H](NC(=O)c1ccccc1)C(=O)NCCc1ccccc1	2	-1	0	i	-26	-3	i	12	-5

(list continues)
SMILES	CSN inh	NadD block	Rin1 Abl inh	Neddylation inh	MLLE-PAM2 inh	MT1-MMP act inh	Rpn11 block	SKN-1 inh	FAS-TE inh
Cc1cccc2nc(CSc3nc4ccccc4[nH]3)cn12	-4	4	1	i	-23	3	i	3	-8
Cc1cc(C)c(NC(=O)CSc2nc3ccccc3c(=O)n2CCCN2CCOCC2)c(C)c1	-1	-11	-1	i	-11	1	i	21	1
CC(=O)Nc1ccc(NC(=O)CCn2c(=S)oc3ccccc32)cc1	0	-2	1	i	2	3	i	-1	-24
Cc1ccccc1CO/N=C/c1[nH]ncc1Br	-4	2	7	i	-9	0	i	4	-6
CCOc1ccc2nc(/N=C/c3nc(-c4ccccc4)oc3O)sc2c1	12	37*	0	.	-24	3	i	-6	-10
CCOc1ccc(S(=O)(=O)N2CCN(C(=O)c3ccco3)CC2)cc1	3	-9	1	i	1	2	i	2	9
Cc1cc(C)c2c(N)c(C(=O)Nc3ccc([N+](=O)[O-])cc3)sc2n1	-4	-10	1	i	-3	4	i	3	7
COc1ccc(NC(=O)C2=CC(c3ccco3)=NS(=O)(=O)N2C)cc1OC	2	-2	-6	i	-2	-1	i	7	-7

Following part.
SMILES	CSN inh	NadD block	Rin1 Abl inh	Neddylation inh	MLLE-PAM2 inh	MT1-MMP act inh	Rpn11 block	SKN-1 inh	FAS-TE inh
CCn1c(C)c(C)c2cc(C(=O)NCCCN3CCCCC3)ccc21	4	-5	0	i	-15	3	i	11	-8
Cc1c(N=Cc2c(O)n(C)c(=O)c3ccccc23)c(=O)n(-c2ccccc2)n1C	4	-6	-6	i	9	-9	.	-41	7
O=C(NCCOc1ccccc1)c1ncn[nH]1	-6	9	4	i	-106	7	i	0	-11
Cc1ccc(-c2nsc3c(N4CCC(C(N)=O)CC4)ncnc23)cc1	-6	31*	-2	i	2	2	i	2	-8
Cc1cc(C)c(NC(=O)c2cccc(NC(=O)c3ccco3)c2)c(C)c1	1	4	0	i	6	-8	i	19	1
N#CC12CCCCC1CC1CCCCC1(C#N)N2CCO (configuration not stated)	-3	-5	-2	i	19	0	i	3	-5
CCN1C(=O)/C(=C\c2ccncc2)SC1=S	-1	0	-3	i	36	0	i	-6	-2
Cc1ccc(CNC(=O)C(Cc2ccccc2)n2cccc2)cc1 (configuration not stated)	-2	-1	0	i	-3	0	i	-7	6

(more compounds)
SMILES	CSN inh	NadD block	Rin1 Abl inh	Neddylation inh	MLLE-PAM2 inh	MT1-MMP act inh	Rpn11 block	SKN-1 inh	FAS-TE inh
COc1ccc(OC)c(C(Nc2ccccc2)P(=O)(OC(C)C)OC(C)C)c1 (configuration not stated)	-1	-4	5	i	-14	2	i	1	0
CCOc1ccc(-c2nnn(CC(=O)NCc3ccco3)n2)cc1OCC	0	-1	1	i	5	7	i	-2	0
CCC(O)c1cc2c(cc1NC(=O)c1ccc(C)cc1)OCCO2 (configuration not stated)	-1	2	0	i	2	21	i	6	-3
Cn1c(N)nc(N)c(NC=O)c1=O	2	0	-3	i	11	3	i	-6	-3
c1ccc2[nH]c(CSc3nc4ccccc4s3)nc2c1	1	3	1	i	-13	-5	i	14	-2
CC1CC(C)CN(C(=O)Cn2ncc3c([nH]c4ccccc43)c2=O)C1 (configuration not stated)	1	9	5	i	7	0	i	13	-14
C#CCOc1ccc(C2C(C#N)=C(N)Oc3cc(O)ccc32)cc1 (configuration not stated)	6	10	-2	+	-89	-22	+	17	2
CCOc1ccc(-c2nnc3ccc(SCC(=O)N4CCCCC4)nn23)cc1	1	0	0	i	11	1	i	-5	5

More compounds:
SMILES	CSN inh	NadD block	Rin1 Abl inh	Neddylation inh	MLLE-PAM2 inh	MT1-MMP act inh	Rpn11 block	SKN-1 inh	FAS-TE inh
COc1cc(OC)nc(Oc2cccc(C(F)(F)F)c2)n1	-5	-9	0	i	12	0	i	8	4
O=C(CSc1cccc2cccnc12)Nc1cc(C(=O)O)cc(C(=O)O)c1	0	-2	0	+	5	1	i	-17	-2
Cc1ccc(-c2c(NCCc3ccccc3)c(=O)c2=O)cc1	-1	-1	-1	i	-13	5	i	-8	-8
CCOC(=O)C1=CC[C@@H](c2ccncc2)N(S(=O)(=O)c2ccc(C)cc2)C1	-1	-4	2	i	-14	-5	i	-11	-5
CC(=O)Nc1ccc(S(=O)(=O)NCc2csc(C)n2)cc1	0	7	5	i	1	4	i	15	-9
O=C(O)CCCC(=O)Nc1cccc([N+](=O)[O-])c1	-6	-3	-1	i	2	0	i	6	-3
CC(C)CC(=O)/C=C/n1c(=S)oc2ccccc21	13	-1	2	i	-10	9	i	12	7
COc1cc(OC)nc(Nc2nc(C(N)c3ccccc3)cs2)n1 (configuration not stated)	-1	-2	0	i	2	1	i	9	-15

Additional results
SMILES	CSN inh	NadD block	Rin1 Abl inh	Neddylation inh	MLLE-PAM2 inh	MT1-MMP act inh	Rpn11 block	SKN-1 inh	FAS-TE inh
CC(=O)Nc1ccc(-c2ccnc3c2CC(C(=O)Nc2cccnc2)O3)cc1 (configuration not stated)	0	5	-5	i	-3	-4	i	12	-5
CSc1nc(C)cc(OCC(=O)n2nc(C)cc2C)n1	4	1	6	i	4	4	i	6	-4
COc1ccc(NC(=O)N(C)C[C@H]2Oc3ccc(NC(=O)CCC(F)(F)F)cc3C(=O)N([C@H](C)CO)C[C@@H]2C)cc1	-2	1	5	i	5	4	i	11	-8
Cc1ccc(-c2nc(CSCC(=O)NC3CCN(Cc4ccccc4)CC3)c(C)o2)cc1	7	-2	1	i	16	2	i	-2	-3
CCn1ncc(CN2CCCC(C(=O)Nc3cccc(-c4cc5ccccc5[nH]4)c3)C2)c1C (configuration not stated)	-3	-6	-4	i	3	4	i	8	5
CC(C)CN1C(=O)C(=O)N(CC(=O)N2CCN(c3ccccc3)CC2)C1=O	-2	0	-4	i	6	2	i	-4	-5
Cc1cc(=O)[nH]c(SCC(=O)NC2CCCCCC2)n1	-2	0	2	i	2	1	i	17	-1
Clc1ccc2nc3c4ccccc4cnn3c2c1	5	1	-2	i	-10	-1	i	31	4

High-throughput results as filed in PubChem BioAssay.
